Statin myotox sup: protects C2C12 myotubes from simvastatin toxicity. actives 0.78% (n = 330,000). ATP luminescence, 48 h; scaled: DMSO 0, geranylgeraniol control 100. rescue of ATP level, % at 7.49 µM;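 active = mean ATP rescue above about 67%, or every replicate alone reaching that limit, limit read from the data, passing the limit was not always enough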;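 also: myotubes were challenged with 10 µM simvastatin during compound exposure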
S100A4 inh HTS: inhibitors of human S100A4 binding to myosin IIA peptide | S100A4/TAMRA-MyoIIA peptide fluorescence polarization | AID 652163 | inhibition, % at 10.7 µM | P26447 | actives 0.14% (n = 360,000);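 active = mean inhibition of at least 70% across replicates, with every replicate also reaching that level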
Target sequence (P26447 whole entry, looked up): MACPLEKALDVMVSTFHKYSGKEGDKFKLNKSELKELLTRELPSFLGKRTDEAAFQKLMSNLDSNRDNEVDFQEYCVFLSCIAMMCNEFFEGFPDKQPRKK
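Material: S100A4 monomer protein | Medium: HEPES pH 7.2 with CaCl2, KCl, NaCl, DTT, Triton | Reagent: Labelled myosin peptide probe, 5 nM | Doses: One dose per compound | Times: 5 min incubation before reading | Benchmarks: Neutral control DMSO, positive control TFP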
Cneo AK release: causes C. neoformans cell lysis; adenylate kinase release luminescence, 4 h; normalised: neutral wells 0, clomiphene wells 100; actives 0.2% (n = 360,000); lysis activity, % at 15 µM;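 active = mean lysis activity across replicates of at least 80%, whatever share of replicates individually reach that level; inactive = mean lysis activity below 80%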
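Material – Cryptococcus neoformans yeast cells · Quantity – 5 × 10^6 yeast cells/mL · Buffer or medium – YPD medium · Compound – single dose · Timing – 4 h static compound exposure, 37 °C, read 1 h post-reagent · Signal – adenylate kinase release luminescence · Read-out basis – lysis from increased AK signal · Benchmarks – Clomiphene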
ERAP1 HTS inh: inhibitors of human ERAP1 aminopeptidase. AID 652197. recombinant ERAP1, Leu-AMC fluorescence, 60 min. inhibition, % at 10.7 µM. actives 0.15% (n = 340,000);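 active = mean replicate inhibition of at least 30%, or all replicates individually reaching that 30% level; inactive = mean below 30% and not every replicate reaching it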;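 also: 0% = neutral control wells and 100% = L-leucinethiol positive control wells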
XiGFP reactiv: activators of X-chromosome reactivation in mouse fibroblasts; XiGFP mouse fibroblasts, % GFP-positive cells imaging, 3 d; cells co-treated with 5-aza-dC sensitizer; scaled so ellipticine positive control = 100%; activation, % at 7.58 µM; actives 0.055% (n = 360,000);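 active = mean normalized replicate activation at least 10% and every replicate at or above 10%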;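 also: 0% = median of on-plate neutral control wells and 100% = ellipticine 6 µM median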
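material = 68-5-11 XiGFP fibroblast line | medium = DMEM plus 5-aza-dC sensitizer | schedule = 3 days compound exposure | benchmarks = positive control ellipticine, 6 µM final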
LGR2 inh: inhibitors of bursicon-induced Drosophila LGR2 receptor cAMP signaling. inhibition, % at 9.99 µM. HEK293 LGR2, CRE-luciferase, bursicon-stimulated, 4 h. actives 0.35% (n = 380,000);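 active = drop in luminescence signal, shown as inhibition above about 50% in the replicate tests, limit read from the data, passing the limit was not always enough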;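 also: agonist challenge used bursicon conditioned medium at about half maximal strength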
PGC1a acetyl inh: lowers PGC1a acetylation signal in U2OS cells; AID 651687; AlphaScreen anti-acetyl-lysine; with virally co-expressed GCN5 acetyltransferase; inhibition, % at 15.6 µM; actives 0.17% (n = 350,000);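 active = every replicate shows inhibition of at least 40%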;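 also: 0% = neutral control wells and 100% = positive control wells; some results beyond the cut were filed as inactive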
SIRT5 block: sirtuin-5 (human) deacylase inhibition; Q9NXA8; Purified SirT5, succinyl-peptide AMC, trypsin-coupled fluorescence; inhibition, % at 15 µM; actives 1.1% (n = 330,000); in the data active = inhibition above about 15%
Target sequence (Q9NXA8 whole entry, looked up): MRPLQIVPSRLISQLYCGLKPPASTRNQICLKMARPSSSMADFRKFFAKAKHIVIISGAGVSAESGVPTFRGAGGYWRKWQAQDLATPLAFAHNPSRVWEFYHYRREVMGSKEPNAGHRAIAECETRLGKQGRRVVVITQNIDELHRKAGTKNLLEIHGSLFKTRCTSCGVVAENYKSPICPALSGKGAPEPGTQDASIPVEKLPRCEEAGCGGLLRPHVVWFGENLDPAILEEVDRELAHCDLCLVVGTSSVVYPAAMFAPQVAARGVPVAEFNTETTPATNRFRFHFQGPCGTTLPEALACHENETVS
Starred values were filed as active, the others as inactive; . = no result given. This is a subset; count on the stated rates, not on these rows.

SMILES | Statin myotox sup | S100A4 inh HTS | Cneo AK release | ERAP1 HTS inh | XiGFP reactiv | LGR2 inh | PGC1a acetyl inh | SIRT5 block
COCC(=O)Nc1ccc(OCc2ccccc2)cc1 | . | -7 | . | -5 | -0.1 | -60 | . | -3
CNC(=O)c1nnc(Cc2ccc(Cl)cc2)o1 | . | 1 | 0 | 0 | 0.6 | 4 | -8 | 3
Cc1c(Cl)cccc1NC(=S)N(Cc1ccco1)C(C)c1ccccn1 (stereo not drawn) | -2 | 2 | . | 2 | 0.1 | 1 | -1 | -4
OCCC1CN(Cc2c(F)cccc2Cl)CCN1C1CCCC1 (stereo not drawn) | 3 | 2 | 1 | 3 | 0.2 | 0 | . | 1
COCCN(C(=O)CCC(=O)Nc1ccccn1)C(C(=O)NC(C)(C)C)c1ccc(OC)cc1 (stereo not drawn) | 10 | 68 | 2 | 0 | 0.1 | 5 | . | -2
CC(C(=O)N1CCOCC1)N1C(=O)c2ccccc2C1=O (stereo not drawn) | 8 | . | -1 | . | . | -7 | -3 | .
N/C(=N\OC(=O)c1ccc(Cl)c([N+](=O)[O-])c1)c1ccccn1 | . | -4 | . | 1 | -0.1 | 7 | 1 | -1
CCc1ccc(-n2c(C)n[nH]c2=S)cc1 | . | 0 | . | 1 | 0.0 | . | 0 | -1
CCc1nnc(NC(=O)CN2CCN(Cc3ccccc3Cl)CC2)s1 | -15 | -1 | -1 | -8 | 0.0 | 9 | 5 | -8
CC1=C(C(N)=O)C(c2cccc(OCc3ccccc3)c2)n2nnnc2N1 (stereo not drawn) | 7 | . | 0 | . | . | 38 | 1 | .
Cc1cc(C(C)(C)C)oc1C(=O)O | . | -2 | . | -2 | 0.0 | 7 | . | 1
CCCCn1c(N)c(N(CC(C)C)C(=O)CSCc2ccc(Cl)c(Cl)c2)c(=O)[nH]c1=O | 16 | -3 | 0 | 5 | -0.1 | 6 | 3 | 17*
CCCCCCCCCOC(=O)C1N2C(=O)[C@@H](NC(=O)COc3ccccc3)[C@H]2SC1(C)C (stereo partly drawn) | -10 | -2 | -1 | -1 | 0.0 | 11 | . | .
CCOC(=O)C1CCCN(c2c(NCCc3cccc(C)c3)c(=O)c2=O)C1 (stereo not drawn) | 3 | 2 | . | . | -0.2 | -6 | -4 | -1
COc1cc(CNCc2ccc3c(c2)OCO3)c([N+](=O)[O-])cc1OC | 4 | 0 | 5 | 3 | 0.0 | 7 | 7 | -1

Some values from the list.
Reading for COc1cc(CNCc2ccc3c(c2)OCO3)c([N+](=O)[O-])cc1OC under Statin myotox sup: 4
Reading for Cc1c(Cl)cccc1NC(=S)N(Cc1ccco1)C(C)c1ccccn1 (stereo not drawn) under SIRT5 block: -4

Next section:
SMILES | Statin myotox sup | S100A4 inh HTS | Cneo AK release | ERAP1 HTS inh | XiGFP reactiv | LGR2 inh | PGC1a acetyl inh | SIRT5 block
O=C(NC1CCCCC1)c1cc(-c2ccc(Cl)cc2)on1 | 10 | -2 | -4 | 1 | -0.1 | -29 | . | -2
COc1ccc(S(=O)(=O)N(C)C[C@@H]2Oc3ccc(NC(=O)Nc4ccc(C(F)(F)F)cc4)cc3C(=O)N([C@H](C)CO)C[C@H]2C)cc1 | . | -10 | 1 | 0 | 0.0 | 12 | 11 | 14
C[C@H]1CN([C@@H](C)CO)C(=O)c2cccc(NS(=O)(=O)c3cccs3)c2O[C@H]1CN(C)C | -1 | 0 | 1 | 2 | 0.0 | 13 | 2 | -2
COc1ccc(OCCNC(=O)C(Cc2c[nH]c3ccccc23)NC(C)=O)cc1 (stereo not drawn) | . | 3 | . | 9 | 0.5 | 4 | -1 | -3
COc1ccc(NC(=O)C2CCCN(S(=O)(=O)c3cccnc3)C2)c(OC)c1 (stereo not drawn) | -6 | 6 | 6 | . | 0.4 | 6 | 5 | .
O=C1C2CCCN2C(=O)N1CCN1CCN(c2cccc(C(F)(F)F)c2)CC1 (stereo not drawn) | -10 | -2 | -2 | -1 | 0.2 | 15 | -14 | 2
CC(C)(C)OC(=O)CC12CCCCC1NC(=O)O2 (stereo not drawn) | 4 | 0 | 6 | -3 | 0.0 | 2 | . | .
CCN(Cc1ccccc1)Cc1nc(CCc2ccccc2)no1 | . | 6 | . | 3 | 0.3 | -16 | -1 | -7
O=C(NC[C@H]1[C@H](c2ccccc2)[C@H](CO)N1CC1CCCC1)c1ccncc1 | -11 | 2 | 5 | -3 | 0.5 | -7 | -6 | 1
Cc1cc2c(c(C)c1Cl)C(c1ccc3c(c1)OCO3)CC(=O)O2 (stereo not drawn) | -5 | 1 | 6 | -4 | -0.1 | 13 | -12 | 0
C=CCSc1nnc(-c2ccncc2)n1-c1ccc(OCC)cc1 | 5 | . | 1 | . | . | 12 | -5 | .
O=C(Nc1cccc(F)c1)C1CCN(C(=O)N2CCOc3ccccc32)CC1 | 6 | 35 | 8 | 7 | -0.1 | -5 | . | -6
Cc1c(-c2ccccc2)cnc2c(C)cccc12 | . | 55 | -3 | 4 | 0.0 | -11 | -1 | -5
Cc1ccc(CNC(=O)CNS(=O)(=O)c2ccc3c(c2)C(C)(C)C(=O)N3C)cc1 | -6 | 0 | 0 | 5 | 0.1 | -35 | -13 | -1
O=C(C[C@@H]1CC[C@@H]2[C@H](COC[C@H](O)CN2Cc2ccc(Oc3ccccc3)cc2)O1)Nc1nccs1 | 16 | 11 | -1 | 1 | 0.8 | 12 | -6 | -2
C[C@H](CO)N1C[C@H](C)[C@@H](CN(C)S(=O)(=O)c2ccc(F)cc2)Oc2ncc(/C=C/c3ccccc3)cc2C1=O | 33 | 1 | -3 | 3 | 0.7 | -7 | -2 | 1
O=C(CSc1ncnc2nc[nH]c12)c1ccc(Cl)cc1 | 12 | -2 | -3 | . | 0.0 | -7 | -3 | .
COC(=O)CSc1nc2ccccn2c(=O)c1C=O | . | -8 | . | 5 | 0.0 | -41 | -9 | 0
Cc1ccc(CN2CCNC(=O)C2CC(=O)NCCCn2cccn2)o1 (stereo not drawn) | 6 | 0 | -3 | -1 | 0.0 | -6 | 2 | 1
CCCNC(=O)Nc1ccc(NC(C)=O)cc1 | . | 4 | . | -2 | 0.0 | 23 | . | -3
CCC(C)[C@H](NC(=O)OC(C)(C)C)C(=O)N/N=C/C1=Cc2ccccc2OC1 (stereo partly drawn) | 5 | 3 | 2 | 1 | . | . | -8 | -2
CC1CCc2sc(C(=O)N/N=C/c3ccc(O)cc3)cc2C1 (stereo not drawn) | -7 | -12 | -7 | 0 | -0.1 | -43 | -4 | 2
COCC(C)NC(=O)c1cc(S(=O)(=O)N2CCCCC2)ccc1N1CCOCC1 (stereo not drawn) | -2 | 1 | -2 | 1 | 0.0 | 11 | . | -19
CCOc1ccc(NC(=O)C(=S)NC2CCCCC2)cc1 | . | -3 | . | 8 | 0.0 | -61 | 0 | -2
COc1ccc(OC)c(C(=O)CCCCC(=O)c2cc(OC)ccc2OC)c1 | . | 0 | -2 | -2 | 0.0 | 10 | . | -4
COCCCN1C(=O)C(CC(=O)NC2CC2)CC(C(=O)N2CCOCC2)=C1C (stereo not drawn) | 2 | 2 | 0 | -3 | . | 22 | -1 | -6
CO[C@@H]1CN(C)C(=O)c2cc(NC(=O)Nc3ccc(F)cc3)ccc2OC[C@@H](C)NC[C@@H]1C | -6 | 8 | -3 | -2 | 0.9 | -8 | -1 | -2
CCN(C/C=C/c1ccccc1OC)Cc1ccccc1 | 1 | -15 | -2 | -2 | 0.1 | 4 | -2 | -1
C#CC1(NC(=O)N(C)C)CCCCC1 | . | -1 | . | 1 | 0.3 | 17 | . | -8
Cc1cccc(C)c1NC(=O)C(NS(=O)(=O)c1cccs1)c1ccccc1 (stereo not drawn) | . | 2 | -3 | -2 | 0.1 | 17 | 1 | 2
COc1ccc(C(=O)Nc2ccc3c(c2)C(=O)N(C)C[C@H](OC)[C@@H](C)CN[C@@H](C)CO3)cc1 | 28 | 16 | -4 | 3 | 0.4 | -5 | -7 | -3
Cc1nn(CC(=O)N2CCc3ccccc3C2)c(C)c1[N+](=O)[O-] | . | -4 | . | -5 | 0.0 | 9 | -7 | 2
COc1ccc(Cl)cc1NC(=O)C(C)OC(=O)C1=NNC(=O)CC1 (stereo not drawn) | 1 | -1 | -1 | -5 | 0.1 | 7 | -1 | -1
CN(C(=O)CSc1nncn1-c1ccccc1)C1CCS(=O)(=O)C1 (stereo not drawn) | 12 | -2 | . | -2 | 0.0 | -6 | 5 | -2
CCOP(=O)(OCC)C(NC(=O)c1ccc(OC)c(OC)c1)c1ccccc1 (stereo not drawn) | . | 5 | . | . | 0.0 | 8 | 3 | .
CCN(C(=O)c1ccc(S(=O)(=O)N(C)C)cc1)C(C)C(=O)Nc1ccc(C)cc1 (stereo not drawn) | -12 | -3 | -1 | -2 | 0.1 | 13 | 3 | 1
COCC(=O)NC1CCN(S(=O)(=O)c2cccc(C(C)=O)c2)CC1 | . | 0 | . | -2 | 0.0 | 10 | 5 | -2
CCN(CC)S(=O)(=O)c1ccc2c(c1)c(=O)c(C(=O)N1CCc3ccccc3C1)cn2C | -6 | 0 | . | 6 | . | 6 | 0 | 1
CC(=O)N1[C@@H]2Cn3c(cccc3=O)[C@H]1[C@@H](C(=O)NC1CCCC1)[C@@H]2CO | -4 | -1 | -1 | 1 | -0.1 | 3 | . | -4
Cc1cc(C)c(-c2cc(NC(=O)CSc3nncn3C)n(-c3ccccc3)n2)cc1C | -6 | 1 | -5 | 3 | . | -11 | . | 0
CO[C@H]1CN(C)C(=O)c2ccc(NC(=O)c3ccccc3)cc2OC[C@@H](C)N(C(=O)C2CC2)C[C@H]1C | 6 | . | 45 | . | -0.2 | -1 | -17 | .
CCOCCc1nnc(NC(=O)CS(=O)(=O)c2ccc(C)cc2)s1 | 5 | 4 | -2 | 6 | 0.2 | -3 | 3 | 0
CC(C)c1ccc(OCC(=O)Nc2ccc(OC(F)(F)F)cc2)cc1 | . | . | 2 | . | 0.0 | -12 | -16 | .
C=CCN(Cc1nc(-c2ccccc2)no1)C(=O)c1ccc2c(c1)OCO2 | 1 | -7 | 2 | -4 | 0.0 | 9 | . | -8
Fc1cccc(-c2nn[nH]n2)c1 | 16 | . | -2 | . | . | -3 | -7 | .
COc1cccc(COC(=O)C2CC(=O)N(Cc3ccc(C)cc3)C2)c1OC (stereo not drawn) | -9 | -10 | . | -4 | 0.0 | -2 | . | 1
Cc1ccc(F)c(C2C3C=CCC(c4cccc(-c5ccc(N(C)C)cc5)c4)C3C(=O)N2Cc2ccccc2)c1 (stereo not drawn) | 12 | 2 | 0 | 7 | -0.2 | . | 1 | .

A draw from above in order of heavy-atom count, descending:
SMILES | Statin myotox sup | S100A4 inh HTS | Cneo AK release | ERAP1 HTS inh | XiGFP reactiv | LGR2 inh | PGC1a acetyl inh | SIRT5 block
CCN(CC)S(=O)(=O)c1ccc2c(c1)c(=O)c(C(=O)N1CCc3ccccc3C1)cn2C | -6 | 0 | . | 6 | . | 6 | 0 | 1
COc1cccc(COC(=O)C2CC(=O)N(Cc3ccc(C)cc3)C2)c1OC (stereo not drawn) | -9 | -10 | . | -4 | 0.0 | -2 | . | 1
Cc1nn(CC(=O)N2CCc3ccccc3C2)c(C)c1[N+](=O)[O-] | . | -4 | . | -5 | 0.0 | 9 | -7 | 2

Bioassay records (PubChem BioAssay)
